Screens (PubChem BioAssay)
Pemphigus Ab inh = human desmoglein-3 autoantibody binding inhibition; DSG3-coupled beads, scFv-anti-DSG3-GFP binding, flow cytometry; hits give low values; binding (percent of control), % at 10 µM; 310,000 tested, 0.48% active; AID 588358;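 active means binding more than 3 SD below its plate's average and above zero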;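 further: hits lower antibody fragment binding to DSG3; some compounds called inactive have numbers as strong as hits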
Target sequence (P32926 whole entry, looked up, the tested form may be a part): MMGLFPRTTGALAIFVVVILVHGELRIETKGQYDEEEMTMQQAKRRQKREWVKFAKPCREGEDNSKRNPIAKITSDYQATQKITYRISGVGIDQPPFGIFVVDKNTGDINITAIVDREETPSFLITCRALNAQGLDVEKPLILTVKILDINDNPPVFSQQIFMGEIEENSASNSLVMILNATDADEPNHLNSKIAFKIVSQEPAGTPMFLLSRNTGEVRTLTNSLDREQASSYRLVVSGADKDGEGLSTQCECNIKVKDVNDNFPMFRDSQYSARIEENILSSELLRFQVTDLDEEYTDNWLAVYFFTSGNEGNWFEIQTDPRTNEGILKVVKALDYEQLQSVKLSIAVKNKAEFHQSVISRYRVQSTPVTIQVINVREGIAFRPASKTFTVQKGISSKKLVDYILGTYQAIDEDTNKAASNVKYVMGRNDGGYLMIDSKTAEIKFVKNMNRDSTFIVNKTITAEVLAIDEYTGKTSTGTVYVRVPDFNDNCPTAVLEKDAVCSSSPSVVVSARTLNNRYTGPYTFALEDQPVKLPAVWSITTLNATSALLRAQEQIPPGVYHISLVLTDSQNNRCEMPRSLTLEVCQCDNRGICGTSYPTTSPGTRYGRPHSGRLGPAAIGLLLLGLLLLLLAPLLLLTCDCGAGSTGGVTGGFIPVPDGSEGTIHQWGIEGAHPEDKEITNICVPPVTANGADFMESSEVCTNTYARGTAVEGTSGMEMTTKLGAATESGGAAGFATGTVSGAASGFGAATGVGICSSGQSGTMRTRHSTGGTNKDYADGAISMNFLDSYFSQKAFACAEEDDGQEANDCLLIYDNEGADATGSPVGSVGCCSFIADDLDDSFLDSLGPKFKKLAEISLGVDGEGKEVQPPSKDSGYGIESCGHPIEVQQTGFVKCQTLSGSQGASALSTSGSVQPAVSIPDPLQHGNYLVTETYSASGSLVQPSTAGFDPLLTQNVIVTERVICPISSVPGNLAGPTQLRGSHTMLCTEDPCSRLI
Tat transport = E. coli Tat transport inhibition; 340,000 tested, 0.036% active; inhibition, % at 10 µM; E. coli MC4100 TorA-mCherry Tat export, fluorescence; AID 488895;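 active means mean replicate inhibition at least 50% and at least half of replicates individually reaching 50%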;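 further: exported cargo escapes ClpAP degradation while cytoplasmic cargo is degraded and loses fluorescence; 0% = median of neutral control wells and 100% = median of NaSCN control wells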
OPRM1-OPRD1 inv = mu-delta opioid heterodimer inverse agonism | P35372+P41143 | cell-based MOR-DOR heterodimer luminescence | inhibition, % at 9.3 µM | 340,000 tested, 0.21% active | AID 504357; in the data active means inhibition above about 22%, passing the limit was not always enough;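 further: 0% = cells with DMSO and 100% = wells without cells with DMSO; values of inactives mirror those of a sister screen read the other way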
PKA-R1A act = PKA-R1A complex activation; 340,000 tested, 0.083% active; PKA-R1A dissociation, Cy5-IP20 fluorescence polarization; scaled: DMSO 0%, 113 µM cGMP 100%; activation, % at 11.4 µM; P00514+P68181;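 active means percent activation above the mean of all tested compounds plus 3 SD, cut at about 19% in these data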;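 further: higher means more PKAc released from R1A so a rise in polarization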
AddAB inh = less growth of phage-infected E. coli with AddAB; inhibition, % at 11.9 µM; 330,000 tested, 0.29% active; E. coli expressing H. pylori AddAB, absorbance growth; AID 435030; in the data active means inhibition above about 12%;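 further: 0% = vehicle wells of infected cells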
PfHsp90 yeast 2 = reduces growth (ATP signal) of yeast expressing P. falciparum Hsp90; inhibition, % at 9.4 µM; S. cerevisiae expressing PfHsp90, BacTiter-Glo ATP, 48 h; yeast lacking PDR1 and PDR3 efflux regulators; 310,000 tested, 0.32% active; AID 504621;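 active means every replicate shows inhibition above about 80%, whatever the replicate mean, limit read from the data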;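 further: 0% = DMSO neutral controls and 100% = 20 µM radicicol positive controls; yeast relying on Plasmodium falciparum Hsp90 in place of its own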
MOR-DOR ag = OPRM1-OPRD1 heterodimerization agonism; cells, luminescence; activation, % at 9.3 µM; 340,000 tested, 0.3% active; in the data active means activation above about 18%;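 further: 0% = vehicle-treated cells and 100% = reference agonist; values of inactives mirror those of a sister screen read the other way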
E coli growth = reduces bacterial viability in AddAB counter-screen; E. coli V3065 growth, OD600 absorbance, 18 h; 330,000 tested, 0.27% active; inhibition, % at 11.9 µM;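 active means inhibition above the campaign's mean inhibition across all tested compounds plus 3 SD, cut at about 9.9% in these data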;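 further: uninfected addAB+ strain grown without phage in ampicillin broth; 0% = DMSO wells and 100% = ciprofloxacin 0.95 µg/ml wells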
phage Ecoli inh = E. coli growth loss with phage present; growth absorbance; inhibition, % at 11.9 µM; 360,000 tested, 0.26% active; AID 651602; in the data active means inhibition above about 11%
Arr AP2 block = human beta-arrestin and AP2 interaction inhibition | FITC-arrestin peptide / GST-AP2 beads, flow cytometry; AP2 beta2 appendage carries R879A mutation | inhibition, % at 10 µM | 340,000 tested, 0.31% active;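 active means inhibition above a set limit, near 3 SD of compounds lacking own fluorescence, cut at about 54% in these data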;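 further: plate controls were DMSO wells for no effect and 5 µM unlabelled arrestin peptide for full effect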
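System: GST-AP2 R879A glutathione beads | Also added: FITC-arrestin peptide, 50 nM | Times: 12 min plus 1 h, RT | Signal: Bead flow cytometry, FITC channel | Buffer or medium: PBS with 0.05% Tween 20 and 0.1% BSA | Read-out basis: Percent drop in bead-associated FITC signal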
Mot1-301 SUMO = blocks SUMOylation pathway, rescuing yeast Mot1-301 growth. AID 2716. S. cerevisiae Mot1-301 growth rescue, ATP luminescence, 38.5C; percent above DMSO median, 100 means doubled. 320,000 tested, 1% active. growth rescue, % at 18.8 µM;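 active means every valid replicate shows activation above 250% relative to neutral control wells; inactive means the rest, any valid replicate at or below 250%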;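 further: OY570 slx delta 5 strain wells were the positive control but not used for scaling; some compounds called inactive have numbers as strong as hits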
* marks the source's active call; other numbers are inactive results; . = no result given. Not a hit list. About 2.8% of those tested had a hit in this group.

SMILES	Pemphigus Ab inh	Tat transport	OPRM1-OPRD1 inv	PKA-R1A act	AddAB inh	PfHsp90 yeast 2	MOR-DOR ag	E coli growth	phage Ecoli inh	Arr AP2 block	Mot1-301 SUMO
Cc1ccc(N2C(=O)CC(N(CCc3ccccc3)C(=S)Nc3ccc(N(C)C)cc3)C2=O)cc1 (centres undefined)	102	-4	-41	8	-1.9	-18	7.0	0.2	3.0	3	13
CCCc1cc(C(=O)NCc2ccccc2)no1	96	-5	-1	-1	3.9	17	0.1	1.5	6.8	15	1
Cc1cccc(C)c1OC(=O)C(c1ccccc1)c1ccccc1	103	7	-21	-15	2.6	-4	4.1	-1.8	4.8	3	-20
O=C(Cc1ccccc1)N/N=C/c1ccc(-c2ccc([N+](=O)[O-])cc2)o1	93	-14	-17	-2	2.3	-9	3.3	0.3	-1.2	36	-6
Cc1nc(Nc2ccccc2C(F)(F)F)sc1C(=O)N(C)C	99	-6	-9	-2	-0.1	11	1.7	-0.5	-0.1	1	-3
Cc1cc(O)ccc1NC(=S)NC(=O)c1cncc(Br)c1	96	0	30	-12	-4.0	-79	-6.3	-6.9	-3.8	-8	14
COCCN(Cc1cc2cc(C)ccc2nc1Cl)C(=O)Nc1ccccc1C	108	-20	-7	-5	0.8	0	1.2	-1.4	0.8	2	-21
CCOc1ccccc1NC(=O)Cn1c(=O)n(-c2ccccc2)c(=O)c2oc3ccccc3c21	94	3	14	4	5.0	-14	-2.3	-3.1	2.8	-4	-11
CCOC(=O)C1=CN(CC)S(=O)(=O)NC1c1ccc2ccccc2c1 (centres undefined)	100	-2	15	-5	0.2	-5	-2.9	-1.4	3.5	8	.
CCN1C(=O)[C@H]2[C@@H](c3ccc(C)cc3)N3C(=O)N(c4ccccc4)C(=O)[C@@]3(Cc3ccc(Cl)cc3)[C@H]2C1=O	96	4	16	-7	2.6	.	-3.0	-0.8	.	13	160
O=C(O)c1cccc(S(=O)(=O)Nc2ccc3[nH]c(=O)[nH]c3c2)c1	102	2	-11	-2	-0.6	20	2.1	-4.0	2.1	15	-3
Cn1c(=S)n(/N=C/c2ccc3c(c2)OCO3)c2ccccc21	.	-1	11	-1	3.5	.	-2.3	-1.3	3.8	-8	146
CC(=O)Nc1ccc(C(=O)c2ccccc2)cc1	.	7	-5	9	1.9	25	1.1	0.3	3.7	-5	13
O=C(Nc1c2c(nn1-c1ccc(F)cc1)CS(=O)(=O)C2)c1ccc(S(=O)(=O)N2CCOCC2)cc1	101	8	2	2	1.7	0	-0.3	1.3	0.9	-1	7
COc1ccc(C(CNC(=O)C(CCSC)NC(=O)c2ccccc2Cl)N2CCCC2)cc1 (centres undefined)	103	-3	12	12	2.0	40	-2.8	0.2	0.3	5	-1
O=C(O)CC(c1ccccc1F)N1Cc2ccccc2C1=O (centres undefined)	101	-10	14	-6	-2.2	0	-3.2	-2.7	2.4	-3	112
COc1ccccc1C(=O)OCCN1CCOCC1	102	-1	1	8	-0.4	14	-0.1	-3.6	1.5	12	38
O=C1Nc2cc(C(=O)N3CCOCC3)ccc2SC1N1CCOCC1 (centres undefined)	97	-6	6	-3	3.6	3	-1.0	0.1	1.7	-6	-6
O=C(NNC1=NCCCCC1)c1ccccc1	103	8	4	-3	0.2	.	-0.8	-0.1	4.4	-1	-8
COc1ccc(OCC(=O)NNC(=O)c2cc3ccccc3o2)cc1	116	0	9	4	5.3	-58	-1.7	2.1	2.5	20	-16
Fc1cccc(CN2CCN(c3nc4nonc4nc3NC3CC3)CC2)c1	101	7	-5	-3	0.7	8	1.0	0.6	3.8	9	-5
CCN1C(=O)N[C@@H](CCc2ccccc2)C(C(C)=O)=C1C	98	-4	14	-4	2.4	-1	-2.4	-0.2	5.4	-4	6
COc1ccc(-n2nc3c(c2NC(=O)C(C)Oc2ccccc2)CS(=O)(=O)C3)cc1 (centres undefined)	106	1	17	-2	3.0	-2	-3.4	0.8	2.3	31	-15
N#CC1(NC(=O)COC(=O)CN2C(=O)c3ccccc3C2=O)CCCCC1	101	0	-3	8	-1.6	-8	0.4	0.6	1.1	-7	-8
COc1cnn(-c2ccc(Br)cc2)c(=O)c1SCc1ccccc1	94	6	3	12	0.3	37	-0.5	-2.1	3.3	9	8
O/N=C(\c1ccc2c(c1)OCCO2)C1CCCCC1	.	10	10	11	1.5	27	-2.4	0.7	4.3	0	20
O=C(NNC(=S)NCc1ccco1)c1ccc(Cl)s1	96	4	15	-14	2.2	16	-2.6	1.3	5.2	8	72
CCc1nc2ccccc2c(C(=O)OCC(=O)Nc2ccc(NC(C)=O)cc2)c1C	108	1	-63	-10	-0.2	-24	15	-1.1	0.9	-5	-4
O=C(NCCCN1CCN(CCCNC(=O)c2ccc3c(c2)OCO3)CC1)c1ccc2c(c1)OCO2	100	-3	12	-16	5.3	.	-2.1	-0.1	0.6	23	13
O=C1CC[C@@H](O)CCN1CC[C@H](Sc1ccc(Br)cc1)c1ccccc1	102	-11	8	-1	-0.3	0	-1.3	-2.5	0.6	-3	-17
CCOC(=O)c1cnn2c(C)cc(-c3ccc(F)cc3)nc12	101	-14	15	-4	4.1	-7	-3.3	1.8	4.2	4	-7
COc1ccc(NC(=O)COc2ccc(-c3nn(C)c(=O)c4ccccc34)cc2)cc1	95	-6	9	-3	2.7	-10	-1.9	-3.3	0.9	-28	-4
Cc1nn(Cc2ccc(C(=O)Nc3nccs3)cc2)c(C)c1Cl	99	-2	-5	-7	2.0	.	0.9	4.2	7.5	1	-8
COc1c(Cl)ccc(Cl)c1C(=O)NCc1ccco1	98	-1	-3	3	5.2	-34	0.7	-1.0	1.5	-1	-12
COC(=O)c1cc(C)sc1NC(=O)CSc1ncccn1	103	9	18	5	-1.4	9	-3.2	0.4	-2.4	-3	9
Cc1cc(C)c2c(NC(N)=S)n[nH]c2n1	114	-2	7	2	0.7	.	-1.4	-0.9	3.1	16	-4
COc1cccc2cc(C(=O)N3CCCCC3C)c(=O)oc12 (centres undefined)	105	11	7	10	0.1	-17	-1.3	2.4	2.2	-8	-4
CCCCc1c(C)nc(N)[nH]c1=O	105	-9	3	7	4.5	11	-0.5	1.9	1.4	6	-33
O=C(NCCCCc1ccccc1)c1cc([N+](=O)[O-])cc([N+](=O)[O-])c1	107	-16	-66	4	-1.2	-25	13	-3.1	0.7	4	-10
CC(C)(C)NC(=O)C1CC(=O)N(CCc2ccc(F)cc2)C1 (centres undefined)	93	2	12	-7	1.1	-2	-2.5	1.6	0.7	3	5
Cc1cccn2c(=O)c3cc(C(=O)NCC4CCCO4)c(=N)n(C4CCCCC4)c3nc12 (centres undefined)	116	-2	-5	-7	1.2	-4	0.6	0.6	4.8	20	11
O=C(Nc1cccc(Cl)c1)Nc1nnc(CSCCOc2ccc(Cl)cc2)s1	96	1	-4	6	1.6	-1	1.0	0.8	3.0	10	3
CC(C)n1c(SCC(=O)NCc2ccco2)nc2c1c(=O)n(C)c(=O)n2C	105	-7	2	-5	-0.3	-8	-0.3	0.1	0.0	2	-1
Cn1c(CN2CCCCC2)nc2cc(NC(=O)c3cccs3)ccc21	124	-1	13	-15	0.4	-3	-2.1	3.0	0.5	-11	-14
N#CCCN(Cc1ccccc1)C(=O)Nc1ccc(F)cc1	.	-13	17	-9	0.0	-1	-3.4	-1.9	3.4	-11	-2
C/C(=N\OC(=O)c1cccc(C)c1)c1sc(-c2ccccc2)nc1C	-28*	0	1	4	-0.9	-6	-0.2	0.2	0.4	12	9
CC(C)C(=O)Nc1nnc(SCC(=O)Nc2ccc3c(c2)OCO3)s1	113	-1	18	-3	2.6	19	-3.3	3.4	3.5	2	168
Cc1noc(C)c1C(=O)OCC(=O)NCCC1=CCCCC1	103	-7	9	-12	-1.0	-12	-1.4	-3.7	1.9	1	-24
COCCNC(=S)N(CCc1c(C)[nH]c2ccc(F)cc12)Cc1cccnc1	103	-17	4	4	-0.6	-10	-0.8	-0.7	-0.1	14	13
Cc1nc(SCC(=O)N2CCN(c3ccccc3)CC2)n[nH]1	105	-4	14	-5	4.9	1	-2.6	0.2	1.8	21	-3
COC(=O)C(Cc1ccccc1)NC(=S)NC(=O)c1ccccc1 (centres undefined)	114	2	-12	-4	-1.7	10	2.4	-2.3	0.1	4	-10
